# Screens (PubChem)
# PHOSPHO1 block: PHOSPHO1 (human) inhibition; Q8TCT1; recombinant PHOSPHO1, absorbance phosphatase assay; AID 1565; inhibition, % at 13.3 µM; 290,000 compounds, 1.1% hits; in the data active = inhibition above about 60%
# Target sequence (Q8TCT1 whole entry, looked up): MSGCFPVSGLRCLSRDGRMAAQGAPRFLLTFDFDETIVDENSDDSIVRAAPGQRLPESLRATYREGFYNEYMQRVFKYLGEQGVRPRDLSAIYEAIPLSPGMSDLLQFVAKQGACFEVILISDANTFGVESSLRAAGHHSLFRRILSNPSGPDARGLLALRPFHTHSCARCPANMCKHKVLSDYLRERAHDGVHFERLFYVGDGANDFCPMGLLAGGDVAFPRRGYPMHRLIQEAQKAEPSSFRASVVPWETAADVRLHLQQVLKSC
# DNA FID counter: displaces DNA intercalator in HCV helicase counter-screen; 290,000 compounds, 0.17% hits; inhibition, % at 7.9 µM; DNA fluorescent intercalator displacement, fluorescence; in the data active = inhibition above about 37%;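 also: 0% = vehicle and 100% = reference compound; higher means more ethidium bromide displaced from hairpin DNA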
# MEKK2wt PB1 HTS: raises or lowers MEK5 binding to wildtype human MEKK2 PB1 domain; 290,000 compounds, 1.1% hits; bead flow cytometry, Alexa488-MEK5 binding to MEKK2 WT; actives lie on both sides; Q9Y2U5; binding response (% of control), % at 10 µM; in the data active = binding response below about 67% or above about 130%
# NALP1 inh: inhibitors of NALP1 inflammasome in yeast; S. cerevisiae NALP1/ASC/caspase-1 growth, X-gal OD620, 72 h; inhibition, % at 10 µM; 280,000 compounds, 0.61% hits; AID 2071; in the data active = inhibition mostly above about 24%, no sharp cut-off; inactive = mostly below about 32%; also: some compounds called inactive have numbers as strong as hits
# MEKK2 mut-MEK5: signal of MEK5 binding to mutant human MEKK2 PB1 domain | bead flow cytometry, Alexa488-MEK5 binding to MEKK2 mutant | percent response, % at 10 µM | 290,000 compounds, 0.35% hits | AID 1530; in the data active = percent response above about 24%, passing the limit was not always enough; also: inactives centre near 1; some results filed as inactive read as strong as hits; reference of the scale not given here
# GPR7 antagonist: human neuropeptides B/W receptor 1 antagonism; P48145; GPR7-expressing cells, fluorescence antagonist assay; 290,000 compounds, 1.1% hits; inhibition, % at 4.4 µM; in the data active = inhibition above about 16%, passing the limit was not always enough;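 also: cells stimulated with the agonist NPW; 0% = agonist with vehicle and 100% = vehicle without agonist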
# MEKK3 PB1 HTS: modulators (inhibitors or enhancers) of MEK5 binding to human MEKK3 PB1 domain; binding response (% of control), % at 10 µM; bead-based flow cytometry, Alexa488-MEK5 binding to MEKK3; actives lie on both sides; 0 = blocked by unlabeled MEK5, 100 = vehicle; 290,000 compounds, 1.4% hits; Q99759; AID 1529;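 active = binding response more than 3 SD above or below the average of its plate-row segment, actives on both sides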;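 also: Alexa488 bead fluorescence after subtracting the streptavidin-only scavenger bead signal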
# Target sequence (Q99759 whole entry, looked up, the tested form may be a part): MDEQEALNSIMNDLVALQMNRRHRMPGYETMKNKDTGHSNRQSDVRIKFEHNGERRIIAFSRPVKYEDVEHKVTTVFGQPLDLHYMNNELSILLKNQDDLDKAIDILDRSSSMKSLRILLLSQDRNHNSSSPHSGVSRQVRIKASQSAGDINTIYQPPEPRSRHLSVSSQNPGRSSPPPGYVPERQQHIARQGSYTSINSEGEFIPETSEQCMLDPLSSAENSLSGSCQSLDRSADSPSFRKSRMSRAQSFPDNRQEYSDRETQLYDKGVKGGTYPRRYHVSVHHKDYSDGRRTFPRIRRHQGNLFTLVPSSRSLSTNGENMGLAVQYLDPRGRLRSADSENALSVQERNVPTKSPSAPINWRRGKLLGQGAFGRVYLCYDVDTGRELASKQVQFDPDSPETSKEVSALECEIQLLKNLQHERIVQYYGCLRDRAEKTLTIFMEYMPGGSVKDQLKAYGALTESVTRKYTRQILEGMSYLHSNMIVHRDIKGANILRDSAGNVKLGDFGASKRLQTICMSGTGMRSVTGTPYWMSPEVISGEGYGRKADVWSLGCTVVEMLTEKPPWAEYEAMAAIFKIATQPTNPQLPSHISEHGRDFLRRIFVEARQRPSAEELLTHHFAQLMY
# PfM18AAP inh: PfM18AAP enzyme inhibition; 290,000 compounds, 1.2% hits; recombinant PfM18AAP, H-Glu-NHMec fluorogenic cleavage; inhibition, % at 7.35 µM;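 active = inhibition above the campaign mean inhibition over all tested compounds plus 3 SD, cut at about 28% in these data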;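 also: 0% = plate median of test compound wells and 100% = 2 mM ZnCl2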
# OXTR agonist: agonists of human oxytocin receptor. P30559. AID 2435. CHO-OTR cells, Fluo-8 calcium fluorescence; normalized: DMSO 0%, oxytocin 100%. 320,000 compounds, 0.32% hits. activation, % at 3 µM;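 active = activation above the mean of all tested compounds plus 3 SD, cutoff set per screening run, cut at about 20% in these data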;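 also: peak over basal fluorescence ratio from a 100 s FLIPR kinetic read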
# Active calls of the source: *; · = no result given; [ ] = another dose, or the depositor's remark.
SMILES,PHOSPHO1 block,DNA FID counter,MEKK2wt PB1 HTS,NALP1 inh,MEKK2 mut-MEK5,GPR7 antagonist,MEKK3 PB1 HTS,PfM18AAP inh,OXTR agonist
CCOC(=O)C1=C(C)NC2=C(C(=O)C(C(=O)OCC)C(c3ccco3)C2)C1c1ccccn1 (stereo unspecified),-4,-24,95,7,-5,3,95,-9,-0.5
O=C(c1ccc(CS(=O)c2cccc(Cl)c2)o1)N1CCCCCC1 (stereo unspecified),15,-32,101,9,1,-3,102,-8,6.6
Cc1ccc(N2CCN(S(=O)(=O)c3ccc4c(c3)n(C)c(=O)c(=O)n4C)CC2C)cc1 (stereo unspecified),-20,6,97,30,0,-13,100,1,-2.0
CC1(C)Cc2c(sc3[nH]c(=S)n(Cc4ccco4)c(=O)c23)CO1,1,-2,98,·,3,-15,104,5,-0.6
Cc1ccc(NC(=O)CN2C(=O)N/C(=C/c3cccn3-c3ccc(C(=O)O)cc3)C2=O)cc1,-11,-15,75,21,-4,-9,83,5,-1.1
CN(C)c1ccc(/C=C(/NC(=O)c2ccccc2)C(=O)N2CCCC2)cc1,28,-28,96,-7,-1,-12,101,7,3.6
O=C(Nc1ccc2c(c1)CCC2)c1cccc(S(=O)(=O)N2CCN(c3ccc(F)cc3)CC2)c1,17,-1,104,16,0,0,103,1,-0.8
Cc1ccc(/C=C/C2=NN(Cc3ccccc3)C(=O)CC2)cc1,-1,-20,99,1,17,-6,104,4,-0.4
COc1cccc(/C=N/NC(N)=S)c1OCc1cccc(Cl)c1,-4,-18,97,-8,-2,-5,95,7,-2.1
CCOC(=O)C[C@H]1c2cc(F)ccc2S(=O)(=O)N1Cc1ccc(OC)cc1,·,·,100,·,-4,·,95,·,0.5
CC(C)CC(=O)Nc1ncc([N+](=O)[O-])s1,-16,-2,74,·,-12,11,76,-6,2.4
CCOC(=O)c1c(C)nc(C)c(C(=O)OCC)c1-c1ccc(O)c(OC)c1,5,-18,106,4,7,-11,105,11,-1.8
CCN(CC)S(=O)(=O)c1ccc(C(=O)OC2CCCCC2CN(C)C)cc1 (stereo unspecified),-1,4,107,4,6,-12,106,-1,1.0
CC(C)(C)c1ccc(/C=C(\C#N)C(=O)NCCN2CCOCC2)cc1,29,3,98,-2,-3,1,95,-4,1.4
O=C(O)C1CC=C(Cl)CC1C(=O)NCC1OCCc2ccccc21 (stereo unspecified),23,-3,95,11,-9,-1,90,5,0.8
O=C(Nc1nc2ccc(S(=O)(=O)N3CCCCC3)cc2s1)C1CCCO1 (stereo unspecified),-36,-16,105,7,3,-7,113,-6,-0.8
O=C1Nc2c(ccc(Cl)c2Cl)C(=O)C1(F)c1ccccc1 (stereo unspecified),33,-6,85,22,-6,-13,96,6,-2.6
COC(=O)c1ccc(NC(=S)NC2CCc3ccccc32)cc1 (stereo unspecified),14,0,94,12,-2,-10,94,3,8.4
Cc1ccccc1OCC(O)CN (stereo unspecified),13,2,105,8,5,1,103,-5,0.5
N#CC(C#N)=Cc1cccn1-c1ccc(C(=O)O)cc1,8,-2,90,2,-3,-7,89,-5,5.3
COc1cccc(-c2cc(N3C(=O)Nc4ccccc4N3O)n[nH]2)c1,7,-8,102,18,18,-6,105,-1,-1.7
O=C(NC(=S)Nc1ccccc1Cl)c1cncc(C#Cc2ccccc2)c1,27,1,100,-18,-2,-7,102,-5,0.4
O=S(=O)(c1ccc(-c2ccon2)s1)N1CCOCC1,-13,-3,91,13,-14,-8,87,1,0.5
CC(C)C(=O)NC(=S)/C=C1/N(C)c2ccccc2C1(C)C,24,2,87,14,-10,1,98,14,-0.6
O=S(=O)(NCCSc1nnc(-c2ccco2)n1-c1ccccc1)c1ccccc1,-25,-7,87,13,-8,-13,89,-10,0.2

# Three compounds drawn at random from those above:
SMILES,PHOSPHO1 block,DNA FID counter,MEKK2wt PB1 HTS,NALP1 inh,MEKK2 mut-MEK5,GPR7 antagonist,MEKK3 PB1 HTS,PfM18AAP inh,OXTR agonist
CN(C)c1ccc(/C=C(/NC(=O)c2ccccc2)C(=O)N2CCCC2)cc1,28,-28,96,-7,-1,-12,101,7,3.6
CCOC(=O)c1c(C)nc(C)c(C(=O)OCC)c1-c1ccc(O)c(OC)c1,5,-18,106,4,7,-11,105,11,-1.8
CCOC(=O)C1=C(C)NC2=C(C(=O)C(C(=O)OCC)C(c3ccco3)C2)C1c1ccccn1 (stereo unspecified),-4,-24,95,7,-5,3,95,-9,-0.5

# Another view of 3 compounds above:
SMILES: CC1(C)Cc2c(sc3[nH]c(=S)n(Cc4ccco4)c(=O)c23)CO1
- PHOSPHO1 block: 1
- DNA FID counter: -2
- MEKK2wt PB1 HTS: 98
- NALP1 inh: ·
- MEKK2 mut-MEK5: 3
- GPR7 antagonist: -15
- MEKK3 PB1 HTS: 104
- PfM18AAP inh: 5
- OXTR agonist: -0.6
SMILES: Cc1ccc(NC(=O)CN2C(=O)N/C(=C/c3cccn3-c3ccc(C(=O)O)cc3)C2=O)cc1
- PHOSPHO1 block: -11
- DNA FID counter: -15
- MEKK2wt PB1 HTS: 75
- NALP1 inh: 21
- MEKK2 mut-MEK5: -4
- GPR7 antagonist: -9
- MEKK3 PB1 HTS: 83
- PfM18AAP inh: 5
- OXTR agonist: -1.1
SMILES: CN(C)c1ccc(/C=C(/NC(=O)c2ccccc2)C(=O)N2CCCC2)cc1
- PHOSPHO1 block: 28
- DNA FID counter: -28
- MEKK2wt PB1 HTS: 96
- NALP1 inh: -7
- MEKK2 mut-MEK5: -1
- GPR7 antagonist: -12
- MEKK3 PB1 HTS: 101
- PfM18AAP inh: 7
- OXTR agonist: 3.6

# (cont.)
SMILES,PHOSPHO1 block,DNA FID counter,MEKK2wt PB1 HTS,NALP1 inh,MEKK2 mut-MEK5,GPR7 antagonist,MEKK3 PB1 HTS,PfM18AAP inh,OXTR agonist
Cc1sc2ncnc(N3CCN(Cc4ccccc4)CC3)c2c1-c1ccccc1,23,3,97,-11,-6,7,93,-1,-0.7
C1CCC(OCCN2CCN(CCOC3CCCCC3)CC2)CC1,-12,11,101,39*,-3,-9,97,-14,0.2
N#CCc1nc(C(c2ccccc2)c2ccccc2)no1,13,-15,105,7,3,-7,105,-5,1.1
COc1cc2c(c(OC)c1OC)-c1c(cc3c(c1O)OCO3)C[C@@H](C)[C@@H](C)C2,31,·,86,3,1,·,90,·,-1.3
CC(C)=CCOc1ccc2c(C)c(CC(=O)N3C[C@H]4C[C@@H](C3)c3cccc(=O)n3C4)c(=O)oc2c1C,34,-45,94,-13,0,-8,96,7,-1.1
O=C(Nc1ccccc1C(=O)Nc1ccc2c(c1)OCO2)c1cccs1,12,-3,91,0,0,-10,96,-1,-1.8
N#CC(C#N)=C1NC(N)=C(C#N)C(c2ccccc2)=C1C#N,-102,-2,100,5,-3,-3,98,6,1.3
CCOC(=O)c1sc2ccccc2c1NC(=O)c1coc2ccccc2c1=O,-1,-3,96,33,-1,-12,139*,-6,-1.2
CCN(CC)S(=O)(=O)c1cccc(NC(=O)c2cc(=O)[nH]c3ccccc23)c1,-37,-18,95,34,0,-7,91,-2,-1.5
CCC1(c2ccccc2)NC(=O)N(CC(=O)N(C)Cc2c(F)cccc2Cl)C1=O (stereo unspecified),22,-38,98,23,1,-1,98,11,0.3
CCN(CC)S(=O)(=O)c1ccc(C(=O)OCCN2C(=O)c3cccc4c(N5CCOCC5)ccc(c34)C2=O)cc1,-24,-1,94,10,1,-11,102,2,1.1
CC1(C)Cc2c(sc3nn[nH]c(=O)c23)CO1,-11,-9,102,39,2,-19,102,-29,-0.3
Cc1cc([N+](=O)[O-])ccc1-c1ccc(C2Nc3ccccc3C(=O)N2O)o1 (stereo unspecified),-9,8,93,6,1,-6,100,9,5.6
CC(C)(C)NC(=O)NC(=O)CSc1cccc(C(F)(F)F)c1,-10,-22,94,15,-3,-17,103,-1,-2.9
NC(=O)[C@@H]1CCCNc2c(I)cc([N+](=O)[O-])cc2C(=O)N[C@@H](CO)C(=O)NCC(=O)N1,1,-3,95,14,1,0,95,4,0.8
CC1(C)CC(=O)C2=C(C1)N(Cc1ccccc1)C(=O)C2(NC(=O)C(C)(C)C)C(F)(F)F (stereo unspecified),58,-30,87,2,-13,0,83,2,-2.0
O=C(NCc1ccc(Cl)cc1)C(=O)N/N=C/c1ccc(Br)cc1,47,-9,102,-1,-1,3,102,0,-1.5
CC1Cc2ccccc2N1C(=O)CSc1nc2ccccc2o1 (stereo unspecified),10,-7,101,11,-1,6,103,3,-2.7
CCOC(=O)C(CC)Sc1nc(N)c(NC(=O)c2ccc(OC)c(OC)c2)c(=O)[nH]1 (stereo unspecified),8,-6,103,·,0,-12,99,1,-0.1
CCCNS(=O)(=O)c1ccc(OCC(=O)Nc2ccc3c(c2)OCCO3)cc1,8,-17,100,12,0,-8,98,-2,0.4
Cc1ccc(S(=O)(=O)Cc2cccc(C(=O)N3CCOCC3)c2)cc1,44,-4,108,6,13,-7,105,3,-0.3
C=CCCN(C(CC(C)C)C(=O)OC)S(=O)(=O)c1ccccc1Br (stereo unspecified),22,·,100,-50,2,·,97,·,-1.6
O=C(Nc1cccc(NC(=O)c2ccc(Cl)cc2Cl)c1)c1cccnc1,40,-22,106,-26,3,-18,104,-11,7.4
CCN(CCCNC(=O)CCn1c(=O)[nH]c2ccccc2c1=O)c1ccccc1,20,0,44*[inhibitor],-6,-12,1,34*[inhibitor],2,-2.3
Cc1ccc(NC(=O)CCS(=O)(=O)c2cccc3nonc23)cc1Cl,40,6,96,23,-7,10,101,4,2.3

# One compound at a time (already shown).
# COc1cc2c(c(OC)c1OC)-c1c(cc3c(c1O)OCO3)C[C@@H](C)[C@@H](C)C2 is entered as PHOSPHO1 block: 31; DNA FID counter: ·; MEKK2wt PB1 HTS: 86; NALP1 inh: 3; MEKK2 mut-MEK5: 1; GPR7 antagonist: ·; MEKK3 PB1 HTS: 90; PfM18AAP inh: ·; OXTR agonist: -1.3
# CCN(CC)S(=O)(=O)c1ccc(C(=O)OCCN2C(=O)c3cccc4c(N5CCOCC5)ccc(c34)C2=O)cc1 is entered as PHOSPHO1 block: -24; DNA FID counter: -1; MEKK2wt PB1 HTS: 94; NALP1 inh: 10; MEKK2 mut-MEK5: 1; GPR7 antagonist: -11; MEKK3 PB1 HTS: 102; PfM18AAP inh: 2; OXTR agonist: 1.1

# Carrying on:
SMILES,PHOSPHO1 block,DNA FID counter,MEKK2wt PB1 HTS,NALP1 inh,MEKK2 mut-MEK5,GPR7 antagonist,MEKK3 PB1 HTS,PfM18AAP inh,OXTR agonist
COc1ccc(Cl)cc1N(CC(=O)N1CCCCCC1)S(C)(=O)=O,41,-7,106,14,2,-11,99,-3,-0.2
CCN(CC(=O)Nc1sc2c(c1C#N)CCCC2)CC(=O)NC1CCS(=O)(=O)C1 (stereo unspecified),7,-28,97,-28,-46,-6,100,-3,-0.2
COC(=O)CCC(=O)NNC(=O)CCC(=O)Nc1cccc(Cl)c1C,-6,-4,103,15,1,-4,106,-15,0.8
CCOCCCNS(=O)(=O)c1ccc2c(c1)OCCO2,9,1,96,-22,-1,12,95,-8,1.6
O=C(O)c1ccc(NC(=O)C2(c3ccccc3)CCCC2)cc1,-33,-9,84,7,-16,3,83,5,-0.2
CCCN(CCC)S(=O)(=O)c1ccc(C(=O)N2CCCc3ccccc32)cc1,0,-38,105,17,1,7,108,4,-1.0
COc1ccc(C(C)(C)NC(=O)C2CCC(=O)N(CCCN3CCCC3=O)C2)cc1 (stereo unspecified),22,-7,105,12,3,1,103,-3,0.1
COc1ccc(-n2ncc3c2CC(C)(C)CC3NC(=O)C2CCN(C(C)=O)CC2)cc1 (stereo unspecified),21,-47,98,-16,1,-4,97,5,-0.3
O=C(NCC1CCCN(C(=O)NCc2ccccc2)C1)c1ccc2c(c1)OCO2 (stereo unspecified),44,-10,95,-6,-6,-1,100,0,-0.7

# The order is random (roughly 6.2% active in at least one column).
